Assay outcomes deposited in PubChem BioAssay by National Center for Advancing Translational Sciences (NCATS).
N370S GC mod – qHTS Assay for Inhibitors and Activators of N370S glucocerebrosidase as a Potential Chaperone Treatment of Gaucher Disease | Potency, µM (titrated, usually from 59.4 µM), for the others: top-dose activity change, negative = inhibition, hits mostly inhibitors | N370S GC spleen homogenate, 4MU-glucoside fluorescence | Lysosomal acid glucosylceramidase (Homo sapiens), P04062 | hit rate 0.092% among 330,000;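 note: 0% = full enzyme activity and -100% = no enzyme basal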
TDP1 inh – qHTS Assay for Inhibitors of Tyrosyl-DNA Phosphodiesterase (TDP1); Tyrosyl-DNA phosphodiesterase 1 (Homo sapiens), Q9NUW8; recombinant TDP1, AlphaScreen DNA substrate cleavage; Potency, µM (top dose mostly 130 µM), for inactives: at the highest dose activity change, negative = inhibition, usual class: inhibitors; hit rate 0.28% among 350,000; note: nearly all actives have a fitted effect of over 40% in size
Target sequence (Q9NUW8 whole entry, looked up): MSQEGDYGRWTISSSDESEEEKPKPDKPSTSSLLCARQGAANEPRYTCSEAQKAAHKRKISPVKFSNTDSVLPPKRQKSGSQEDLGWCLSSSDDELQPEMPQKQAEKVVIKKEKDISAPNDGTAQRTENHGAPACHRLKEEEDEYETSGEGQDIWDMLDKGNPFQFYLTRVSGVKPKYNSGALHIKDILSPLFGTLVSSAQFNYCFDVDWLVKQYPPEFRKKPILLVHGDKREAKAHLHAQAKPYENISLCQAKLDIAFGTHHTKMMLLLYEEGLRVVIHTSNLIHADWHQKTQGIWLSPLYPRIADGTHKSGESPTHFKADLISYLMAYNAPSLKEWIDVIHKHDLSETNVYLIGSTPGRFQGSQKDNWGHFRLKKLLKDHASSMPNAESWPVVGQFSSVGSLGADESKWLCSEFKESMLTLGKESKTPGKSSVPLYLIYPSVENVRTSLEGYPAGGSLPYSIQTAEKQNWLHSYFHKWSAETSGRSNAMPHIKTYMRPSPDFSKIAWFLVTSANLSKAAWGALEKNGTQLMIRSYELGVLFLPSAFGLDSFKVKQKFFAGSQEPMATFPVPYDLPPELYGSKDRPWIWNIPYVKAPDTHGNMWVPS
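Here, a 5' biotin and 3' phosphotyrosine-FITC DNA oligonucleotide reports Tdp1 activity: intact substrate bridges AlphaScreen beads, while cleavage leaves a 3' phosphate and drops signal. All incubations at room temperature.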
TDP1 cell noCPT – qHTS for Inhibitors of human tyrosyl-DNA phosphodiesterase 1 (TDP1): qHTS in cells in absence of CPT; DT40 Tdp1-/- hTDP1 cells, no CPT, ATP luminescence, 48 h; hit rate 15% among 420,000; Potency, µM (titrated, usually from 46.2 µM), inactives show top-dose activity change, negative = growth inhibition, actives largely listed as inhibitors; AID 686978, 2013; note: nearly all actives have a fitted effect of over 55% in size
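Luminescent ATP content (CellTiter-Glo) served as the growth readout. Knockout chicken DT40 cells expressing human TDP1 were exposed to compounds without camptothecin for a minimum 48 hr at 37 °C.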
Numbers without * were called inactive; u = inconclusive; x = not tested or not shown; [ ] = another dose, or the depositor's remark. Calls come from the whole dose curve; as a rule, active = well fitted curve in the direction sought with a large enough effect; inconclusive = small, poorly fitted or top-dose-only effect, or another doubt; inactive = no such curve, though single readings can be large; an effect the other way counts as inactive or inconclusive. Unless noted, % is set by controls: 0 for no effect and ±100 for the full control effect; potency is the fitted concentration of half-maximal effect. Not all compounds are listed; rates above refer to the full screens.

no.	Compound	N370S GC mod	TDP1 inh	TDP1 cell noCPT
1	Fc1cccc(CSc2ccc(-c3ccco3)nn2)c1	4%	-5%	u
2	COc1ccc(N(C)S(=O)(=O)c2c(C)noc2C)c(OC)c1	-10%	1%	u
3	Cc1ccccc1NC(=O)CN1C(=O)NC2(CCCCCCC2)C1=O	2%	-12%	-25%
4	COc1ccc([C@H]2CC(=O)C=C(/C=C/c3ccc(C(F)(F)F)cc3)C2)cc1	x	0%	u
5	CC1CCCC(C)N1CCCNC(=O)c1ccc2nc(N3CCCCC3)sc2c1 (configuration not stated)	-20%	x	-18%
6	OCCNc1nc(N2CCN(c3ccccc3)CC2)nc2ccccc12	-11%	9%	u
7	COC(=O)[C@H](Cc1ccccc1)NC(=O)NCCc1ccccc1F	-3%	x	7%
8	O=CN/N=C/c1c(O)ccc2ccccc12	-13%	6%	6.5µM*
9	COc1cccc(NC(=O)Nc2nccc(C)n2)c1	23%	3%	0%
10	Cn1c(=O)oc2cc(S(=O)(=O)NC(Cc3ccccc3)C(=O)NCc3ccc(F)cc3)ccc21 (configuration not stated)	x	3%	-17%
11	CCn1c(-c2nn(-c3ccc(C)cc3)ccc2=O)n[nH]c1=S	8%	3%	-3%
12	CCn1c(O)c(C=NCCN2CCOCC2)sc1=S	1%	-1%	-13%
13	COc1ccc(NC(=O)Cn2c(=O)cnc3ccccc32)cc1S(=O)(=O)N1CCCCC1	-6%	x	-2%
14	COc1ccc(NC(=O)CSc2nc(=O)n(CCN3CCOCC3)c3c2CCC3)cc1	3%	x	9%
15	Cc1ccc(C)c(NC(=O)CN(C)C(=O)CSCc2c(C)noc2C)c1	0%	6%	-3%
16	COc1ccccc1N1CCN(C(=O)c2cccc(N3C(=O)C4C5C=CC(C5)C4C3=O)c2)CC1 (configuration not stated)	0%	3%	u
17	COc1ccc(/C=N/NS(C)(=O)=O)c(OC)c1	8%	0%	0%
18	COc1cccc(C(=O)OCn2nnc3ccccc3c2=O)c1OC	7%	x	-8%
19	Cc1cccc(C(CC(=O)NCCc2ccccc2)c2ccccc2)c1O (configuration not stated)	1%	-3%	u
20	O=C(N/N=C/c1cccnc1)c1ccc([N+](=O)[O-])cc1	-3%	0%	-11%

A different layout for some results above.
13. COc1ccc(NC(=O)Cn2c(=O)cnc3ccccc32)cc1S(=O)(=O)N1CCCCC1
14. COc1ccc(NC(=O)CSc2nc(=O)n(CCN3CCOCC3)c3c2CCC3)cc1
15. Cc1ccc(C)c(NC(=O)CN(C)C(=O)CSCc2c(C)noc2C)c1
16. COc1ccccc1N1CCN(C(=O)c2cccc(N3C(=O)C4C5C=CC(C5)C4C3=O)c2)CC1 (configuration not stated)
17. COc1ccc(/C=N/NS(C)(=O)=O)c(OC)c1
18. COc1cccc(C(=O)OCn2nnc3ccccc3c2=O)c1OC
compound no. | 13 | 14 | 15 | 16 | 17 | 18
N370S GC mod | -6% | 3% | 0% | 0% | 8% | 7%
TDP1 inh | x | x | 6% | 3% | 0% | x
TDP1 cell noCPT | -2% | 9% | -3% | u | 0% | -8%

Later entries:
no.	Compound	N370S GC mod	TDP1 inh	TDP1 cell noCPT
21	O=C(COC(=O)c1c[nH]c2ccccc12)NC1CCCC1	x	1%	-17%
22	CCCOc1cccc(C(=O)Nc2cc(-c3nc4ccccc4[nH]3)ccc2C)c1	x	-6%[12.3 µM]	16µM*
23	O=C(c1cccc([N+](=O)[O-])c1)N1CCN(Cc2ccccc2)CC1	-11%	x	7%
24	Cc1nc2c(-c3ccc(F)cc3)cnn2c(N)c1-c1ccc(F)cc1	u	x	4.6µM*
25	CC(=O)c1ccc(Nc2c([N+](=O)[O-])ccc3nonc23)cc1	-5%	x	3%
26	CCCCn1c(=S)[nH]c2ncccc2c1=O	-23%	4%	-26%
27	CCOc1ccccc1NS(=O)(=O)c1c(C)noc1C	-25%	2%	-1%
28	O=C(Cc1c(O)c2ccccc2[nH]c1=O)OC1CCCCC1	2%[2.35 µM]	3%	-19%
29	Cc1cccn2c(CNCC3OCCc4ccccc43)c(C(=O)N3CCCCC3)nc12 (configuration not stated)	-6%	x	u
30	COC(=O)c1c(NC(=O)CC2Nc3cc(C)c(C)cc3NC2=O)sc(C)c1C (configuration not stated)	7%	3%	u
31	CC(=O)Nc1nc(COc2ccccc2)cs1	0%	2%	-19%
32	O=c1cc[nH]c2cccc(Cc3ccccc3)c12	13%	0%	13µM*
33	CCCn1c(N)c(C(=O)CSc2nnc(C3CC3)n2-c2ccccc2)c(=O)[nH]c1=O	x	0%	u
34	COc1ccc2nc(SC)cc(C)c2c1	7%	0%	-27%
35	CCOC(=O)c1c(NC(C)=O)c2c3c(sc2n1Cc1cc(C)ccc1C)CCCC3	x	5%	u
36	Cc1nc2nc(-c3cccs3)cn2nc1C	-3%	4%	-17%
37	Cc1cc(C)c(S(=O)(=O)c2ccccc2)c(N(C)C)n1	3%	6%	u
38	COc1cccc(C(=O)NC2(C(F)(F)F)C(=O)Nc3c2c(=O)[nH]c(=O)n3-c2ccc(C)cc2)c1 (configuration not stated)	x	-1%	23µM*
39	COc1cc2c3nnc(-c4ccc(F)cc4)c-3cn(Cc3ccc(F)cc3)c2cc1OC	7%	4%	2.6µM*
40	Cc1ccc(S(=O)(=O)N2CCN(CC(=O)Nc3ccccc3C(=O)NC3CC3)CC2)cc1	1%	5%	u
41	O=C(c1ccco1)N1N=C(c2ccccc2)CC1c1ccc2nccnc2c1 (configuration not stated)	-5%	7%	u
42	Cc1cc(NC(=O)CCC(=O)N(CCC(C)C)C(C(=O)NCC2CCCO2)c2ccccc2C)no1 (configuration not stated)	-8%	10%	u
43	COc1ccc(N)c(C)c1	-8%	14%	-1%
44	Cc1cccc(CN2C(=O)N/C(=C/c3ccc(C)s3)C2=O)c1	x	2%	16µM*
45	CC(C)(C)n1nnnc1CN(Cc1cccnc1)Cc1ccccc1Cl	-7%	9%	u
46	CC(C)CNC(=O)c1cc(-c2ccc(Br)cc2)on1	-20%	-2%	-14%
47	O=C(NCc1ccc(S(=O)(=O)NC2CCCCC2)s1)c1ccccc1	12%	3%	-10%
48	Cn1cc(S(=O)(=O)c2ccccc2)c(=O)c2cc(Cl)ccc21	-10%	0%	u
49	COc1ccccc1-c1noc(-c2ccc(N3CCN(C)CC3)c([N+](=O)[O-])c2)n1	x	6%	u
50	COc1ccc(CCNC(=O)C2CCN(C(=O)NC3CCCCC3)CC2)cc1	5%	2%	-5%
51	CC1(C)CC(=O)C2=C(C1)N(c1cccnc1)C(N)=C(C#N)C2c1cccs1 (configuration not stated)	15%	-3%	-2%
52	COc1ccccc1C(=O)NC(=O)COC(=O)c1ccco1	-22%	-1%	-4%
53	CCS(=O)(=O)N1CCC(C(=O)Nc2cccc(F)c2)CC1	-2%	2%	2%
54	CSc1nc2nc3c(c(=O)n2[nH]1)CN(Cc1ccccc1)CC3	-1%	6%	u
55	CCN1CCN(c2cc(C)c3cc(NC(=O)c4cccc(C(F)(F)F)c4)ccc3n2)CC1	x	9%	13µM*
56	CCN(CC)S(=O)(=O)c1ccc(N2CCOCC2)c(NC(=O)Cc2ccccc2F)c1	u	-4%	15µM*
57	Cc1ccc(NS(=O)(=O)c2cccs2)cc1S(=O)(=O)N1CCCCCC1	4%	8%	-28%
58	COc1cc(S(=O)(=O)NCC2CCCO2)ccc1Br (configuration not stated)	-7%[12.8 µM]	-4%	-12%
59	C=CC[C@@H](CC(=O)OC(C)(C)C)C(=O)OC[C@@H]1CCCN1C(=O)[C@@H](CC=C)CC(=O)N[C@H](CO)Cc1ccccc1	x	-1%	u
60	OCCC1CN(CC#Cc2ccccc2)CCN1C1CCCC1 (configuration not stated)	3%	5%	-4%
61	Fc1ccc(NC(=S)N2CCCC2)cc1Cl	1%	-1%	-23%
62	O=S(=O)(NCc1ccccc1)c1ccccc1NCc1ccc(Cl)cc1	x	-7%[56.1 µM]	u
63	CCOc1ccc(NC(=O)CN(Cc2ccccc2)S(=O)(=O)c2ccc(Cl)cc2)cc1	x	-1%[12.3 µM]	u
64	CCOc1ccc(OCC)c(NC(=O)CN(C)S(=O)(=O)c2cnc[nH]2)c1	-3%	0%	15%
65	CCOC(=O)N1CCN(C(=O)c2ccc(Cl)c(S(=O)(=O)N3CCCC3)c2)CC1	2%	2%	-15%
66	O=c1c2c3c(sc2nc2n1CCC2)CCCC3	8%	x	7%
67	O=C(Nc1ccc(CN2CCOCC2)cc1)c1ccc(N2CCCC2)c([N+](=O)[O-])c1	2%	0%	u
68	COc1ccc(OC)c(CCNC(=O)CC2(CC3=NS(=O)(=O)c4ccccc4N3)CCCC2)c1	-16%	x	u
69	Cc1nc(N2CCOCC2)c2c(C(=O)N3CCN(c4cccc(C)c4C)CC3)c(C)oc2n1	x	2%	u
70	CCOC(=O)C1(CC2CC2)CCN(Cc2cn(C)c3ccccc23)CC1	5%	-2%	18µM*
71	CCOc1ccccc1N1CCN(Cc2ccco2)CC1	x	-10%	-17%
72	CCOC(=O)c1c(CSc2cccs2)n(C)c2cc(Br)c(O)c(CN(C)C)c12	-17%	8%	18µM*
73	Cc1ccc(N2C(=O)c3ccccc3C2=O)cc1	-16%	5%	7%
74	CCO[C@@H]1OC(C(=O)NCc2nc3ccccc3[nH]2)=C[C@H](c2csc3ccccc23)[C@H]1CCCO	-10%	5%	23µM*
75	COc1ccc(OC)c(NC(=O)c2ccc3c(c2)CCN3S(C)(=O)=O)c1	-4%	4%	-24%
76	CCOc1ccccc1NC(=O)CSc1nnc2ccc(-c3cccnc3)nn12	4%	5%	u
77	c1ccc2sc(N3CCCN(Cc4nc(-c5cnccn5)no4)CC3)nc2c1	2%	6%	u
78	CC(=O)Nc1ccc(OCCC[n+]2cccc(C(=O)[O-])c2)cc1	15%	1%	-4%
79	Cc1ccc2cc(CN(Cc3ccco3)S(=O)(=O)c3c(C)ccc4nsnc34)c(=O)[nH]c2c1	u	4%	u
80	COc1cccc(N(C(=O)Cn2nnc(-c3cccs3)n2)C(C(=O)NC(C)C)c2ccc(C)o2)c1 (configuration not stated)	6%	5%	u

Further results follow.
no.	Compound	N370S GC mod	TDP1 inh	TDP1 cell noCPT
81	Cc1ccccc1-n1nnnc1SCC(=O)NC1CC1	x	0%	-14%
82	CCC1CSC(Nc2ccc(C(=O)/C=C/c3ccc(Br)cc3)cc2)=N1 (configuration not stated)	5%	-3%	u
83	CO[C@@H]1/C=C\CC(=O)N2CCC[C@@H]2C(=O)OC[C@@H](C)C(=O)OC[C@H]1C	6%[12.8 µM]	8%[21 µM]	x
84	CC(CC(=O)NC(C)c1ccc2c(c1)OCCO2)c1ccccc1 (configuration not stated)	24%	-5%	-4%
85	COCCn1c(SCC(=O)N(C(C)C)C(C)C)nnc1-c1cc2ccccc2cc1O	7%	-6%	21µM*
86	Cn1c(=O)c(-[n+]2ccccc2)c([O-])c2ccccc21	-2%	2%	5%
87	Cc1onc(C(=O)Nc2ccc3c(c2)OCO3)c1[N+](=O)[O-]	-9%	0%	0%
88	COc1ccc(OC)c(S(=O)(=O)n2cnc3ccccc32)c1	-6%	x	16µM*
89	Cc1cccc(S(=O)(=O)C(C#N)c2nc3ccccc3nc2N2CC(C)OC(C)C2)c1 (configuration not stated)	30%	1%	26µM*
90	Fc1ccccc1NC(=S)N1CCN(C/C=C/c2ccccc2)CC1	4%	-3%	u
91	O=C(CCCn1c(=O)c2cccn2c2ccc(F)cc21)NCc1ccc(Cl)cc1	x	-3%	21µM*
92	O=C1CCCCN1CCC(=O)N1CCCC(Nc2ccccc2)C1 (configuration not stated)	2%	4%	7%
93	Cc1ccc(S(=O)(=O)N(CC(O)CN2C(=O)NC(C)(C)C2=O)c2ccccc2)cc1 (configuration not stated)	-15%	2%	u
94	O=S(=O)(c1ccccc1)n1c(C(O)c2ccccn2)cc2ccccc21 (configuration not stated)	6%	1%	-11%
95	Cc1csc2nc(COc3ccccc3NC(=O)c3ccccc3Cl)cc(=O)n12	x	1%	3.7µM*
96	O=C(N/N=C/c1ccc([N+](=O)[O-])o1)c1ccncc1	-10%	0%	9.2µM*
97	Cc1ccc(OCC(=O)N/N=C/c2cccn2C)cc1	9%	5%	-10%
98	Cc1cc(NC(=O)CSCC(=O)Nc2cc(C(F)(F)F)ccc2N2CCCC2)no1	1%	x	-17%
99	CC(C)COC(=O)N1CCN(S(=O)(=O)c2ccc3c(c2)CCC3)CC1	x	-3%	u
